Assay outcomes from PubChem.
KRASV12 cytotoxicity – viability loss of HPDE-C7K cells – cell-based, fluorescence, HTS, primary screen (AID 431); HPDE-C7K KRASV12 cells, Alamar Blue viability, 48 h; higher % means a stronger effect; cytotoxicity, % at 10 µM; hits with a dose series show EC50 in µM; actives 1.7% (n = 63,000);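 active means compounds whose percent cytotoxicity in the single-dose primary screen, scaled between solvent and toxic-drug controls, exceeds 50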;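 further: 0% = DMSO solvent wells and 100% = doxorubicin-treated wells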
PMK inhibit – blocks S. pneumoniae phosphomevalonate kinase; purified PMK, PK/LDH-coupled NADH absorbance 340 nm; inhibition, % at 10 µM; actives 0.49% (n = 65,000);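 active means top-ranked compounds by inhibition in the single 10 µM screen, taking a fixed number of the strongest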;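 further: 0% = full reaction with DMSO carrier and 100% = background rate without enzyme reaction; no value below 0 was filed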
TNAP inhibition – human TNAP enzyme inhibitors, biochemical, luminescent (AID 518). actives 0.09% (n = 64,000). purified TNAP enzyme, luminescent substrate readout; higher % means a stronger effect. one-dose inhibition, % at 20 µM; IC50 in µM for titrated hits; in the data active means a potency from the dose series; inactive means the rest, 99 in 100 with inhibition below about 22%;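 further: plate controls were vehicle for no effect and reference inhibitor for full effect; many of its hits are not listed in these tables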
HPDE-C7 cytotoxicity – HPDE-C7 pancreatic duct cell viability loss – fluorescence, HTS (AID 430); actives 1.8% (n = 63,000); HPDE-C7 pancreatic duct cells viability, fluorescence; higher % means a stronger effect; cytotoxicity, % at 10 µM; hits with a dose series show EC50 in µM;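 further: cells exposed to compound for 48 hours before viability readout; 0% = vehicle and 100% = reference cytotoxic drug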
DPM-DC inhibit – inhibitors of Streptococcus pneumoniae diphosphomevalonate decarboxylase; purified DPM-DC, PK/LDH coupled NADH fluorescence; AID 556; calls only at 10 µM; actives 0.49% (n = 65,000);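 active means the 320 compounds with the highest percent inhibition in the single-dose primary screen, excluding strongly autofluorescent ones, cut at about 32% in these data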;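 further: kinetic rate of NADH fluorescence loss reporting ADP formed by the decarboxylase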
Spn MK inh – S. pneumoniae mevalonate kinase inhibition; actives 0.48% (n = 65,000); purified MK, PK/LDH-coupled NADH absorbance 340 nm; inhibition, % at 10 µM;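 active means ranked among the strongest by inhibition in the single 10 µM screen, a fixed top-ranked set picked for dose follow-up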; further: no value below 0 was filed
Bfl-1 inhibitors – Bfl-1 inhibitors, primary screen, biochemical, fluorescence polarization, FITC-Bid, mouse (AID 432); FITC-Bid BH3 peptide fluorescence polarization displacement; higher % means a stronger effect; displacement, % at 20 µM, or IC50 in µM where a hit was titrated; actives 0.02% (n = 64,000); in the data active means a potency from the dose series; inactive means the rest, 99 in 100 with displacement below about 15%; further: strong numbers were not always called active
HT1080 cytotoxicity – cytotoxicity in HT1080 fibrosarcoma cells, cell-based, fluorescence readout (AID 620). HT1080 viability, fluorescence; higher % means a stronger effect. cytotoxicity, % at 10 µM; hits with a dose series show EC50 in µM. actives 0.42% (n = 87,000);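 further: cells exposed to compound overnight then 4 h with Alamar Blue; 0% = vehicle DMSO and 100% = killing control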
LYP phosphatase – LYP phosphatase inhibitors, primary screen, biochemical, DiFMUP fluorescence, recombinant catalytic domain, 10 µM (AID 606) | recombinant LYP catalytic domain, DiFMUP fluorescence; higher % means a stronger effect | inhibition, % at 10 µM, or IC50 in µM where a hit was titrated | 52,000 tested, under 10 active;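 active means IC50 under 40 µM in the dose-response test; inactive means IC50 of 40 µM or more, or never dose-tested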
PMK inhibit pilot replicates – recorded beside PMK inhibit, whose call it bears; inhibition, %; measured here: pilot screen replicates
Spn MK inh pilot replicates – also measured in Spn MK inh; calls as there; inhibition, %; measured here: pilot screen replicates
DPM-DC inhibit pilot screen % – recorded beside DPM-DC inhibit, whose call it bears; inhibition, %; measured here: pilot screen trials
The depositor's hits bear a star; i = inactive; . = not tested or not shown. Unless noted, no stated cut-off is given here; in the data, active means cytotoxicity above about 50%; inactive means the rest. Rows were taken by chance; 3.5% or so of the library scored in one or more.

SMILES	KRASV12 cytotoxicity	PMK inhibit	TNAP inhibition	HPDE-C7 cytotoxicity	DPM-DC inhibit	Spn MK inh	Bfl-1 inhibitors	HT1080 cytotoxicity	LYP phosphatase	others
CC1CCN(S(=O)(=O)c2ccc(-c3nnc(SCc4cccnc4)o3)cc2)CC1	-10%	21	12%	-10%	i	1	-3%	-5%	.
Clc1cccc(Cl)c1COc1ccncc1	-5%	8	8%	-12%	i	7	-7%	2%	9%	PMK inhibit pilot replicates=0.0;Spn MK inh pilot replicates=0.5;DPM-DC inhibit pilot screen %=0.0
COc1ccc(C2NC(=O)NC(C)=C2C(=O)Nc2cccc(C)c2C)cc1 (stereo not given)	-3%	9	7%	36%	i	5	-1%	2%	-10%
Cc1ccc(C(C)C)cc1C(=O)CC1(O)C(=O)N(C)c2ccccc21 (stereo not given)	-29%	16	4%	-23%	i	11	-4%	-26%	22%
CCn1c(=N)c(S(=O)(=O)c2ccc(F)cc2)cc2c(=O)n3ccccc3nc21	3%	11	14%	2%	.	12	7%	5%	8%
Cc1nn(Cc2ccccc2)c(C)c1NC(=O)c1cc2nc(-c3ccco3)cc(C(F)(F)F)n2n1	.	2	10%	.	i	8	2%	18%	6%
COc1ccc(CCC(=O)Nc2ccc(-c3noc(-c4ccc(OC)c(OC)c4)n3)cc2)cc1	-8%	12	6%	1%	i	5	-4%	10%	6%
Cc1cc(C(=O)COC(=O)c2csc3c2CCCC3)c(C)n1C	-15%	11	11%	-2%	i	0	-4%	4%	8%
CCOc1ccccc1CN1CCN(S(=O)(=O)CC)CC1	2%	10	2%	2%	i	58*	4%	4%	.
O=C(CCCn1c(SCC(=O)c2ccc(Cl)cc2)nc2ccccc2c1=O)NCc1ccco1	9%	13	9%	12%	i	3	-6%	7%	3%
CCC(c1nnnn1C1CCCC1)N(Cc1cccs1)Cc1cc2cccc(C)c2[nH]c1=O (stereo not given)	25%	8	13%	37%	i	1	-6%	14%	10%
COc1ccc(/C=N/n2c(SC)nnc2-c2ccccc2)c(OC)c1OC	28%	10	11%	22%	i	10	7%	31%	8%
Cn1c(=O)n(CCc2ccccc2)c(=O)c2c1nc1n2CCCN1CCc1ccccc1	32%	9	1%	19%	i	11	0%	-23%	8%
COc1ccccc1Cc1nc(-c2ccc(C)cc2)no1	4%	0	13%	-15%	i	4	-2%	-6%	12%
C=C(C)Cn1c(C(C)NC(=O)CCC)nc2ccccc21 (stereo not given)	-19%	3	-2%	-16%	i	12	-5%	4%	6%
COCCNC(=O)CS(=O)(=O)Cc1nc(-c2ccc(C)cc2)oc1C	3%	4	-1%	1%	i	7	-1%	6%	.
COc1ccc(C(=O)Nc2c(F)c(F)c(F)c(F)c2F)c(OC)c1	-5%	14	3%	-16%	i	3	-2%	-5%	4%
CCCn1nnnc1SCC(=O)NCc1ccc2c(c1)OCO2	-14%	24	7%	-21%	i	0	0%	3%	.
CCC1c2ccc(C)n2CCN1C(=O)Nc1cc(Cl)ccc1OC (stereo not given)	-2%	21	12%	-5%	i	7	1%	-5%	-2%
Cc1nnc(SCC(=O)N(C(C)C)C(C)C)nc1C	4%	7	12%	-3%	i	1	-5%	1%	5%	PMK inhibit pilot replicates=2.5;Spn MK inh pilot replicates=0.0;DPM-DC inhibit pilot screen %=0.0
COc1ccc(OC)c(S(=O)(=O)Nc2ccccc2C(=O)O)c1	7%	13	9%	8%	i	6	-4%	2%	1%	PMK inhibit pilot replicates=0.0;Spn MK inh pilot replicates=0.0;DPM-DC inhibit pilot screen %=0.0
CC(C)(C)Sc1ccc(N)nc1	.	8	6%	.	i	5	3%	23%	-4%
CCOC(=O)N1CCN(c2cc(C)c(C(C)=O)cc2F)CC1	.	9	4%	.	i	8	0%	-2%	5%
O=C1/C(=C/Nc2ccc3c(c2)OCO3)CCc2ccccc21	29%	0	18%	10%	i	0	2%	.	13%
COCCn1c(C)cc(C(=O)CSc2ncn[nH]2)c1C	0%	9	10%	-11%	i	10	-9%	-6%	-1%
CCOc1cc(C(=O)CSc2nnc(CNc3ccc(Cl)cc3)o2)ccc1NC(=O)CC	33%	7	4%	1%	i	3	-8%	7%	-6%
O=C1c2ccccc2-c2onc3ccc(NCCCn4ccnc4)c1c23	28%	0	23%	20%	i	11	.	.	5%
Cc1nc2sc(C)c(C)c2c(=O)[nH]1	-3%	0	4%	6%	i	9	3%	0%	6%
COc1ccc(-c2nc(=S)c3c(n2CCN2CCOCC2)CC(C)(C)OC3)cc1	-13%	2	8%	-6%	i	13	-8%	0%	-13%
CCC1=Nc2ccccc2NC2=C1C(=O)CCC2	-5%	6	17%	-11%	i	5	-4%	13%	17%
CCSc1ccccc1C(=O)N1CCN(Cc2ccc3c(c2)OCO3)CC1	-11%	13	1%	-10%	i	9	-14%	-8%	.
O=c1cc(-c2ccccc2)[nH]c2ccccc12	47%	17	2%	61%*	i	0	-10%	67%*	17%
COc1cccc(Cn2nnc(C(=O)Nc3ccc(C)cc3)c2N)c1	7%	0	3%	11%	i	4	1%	2%	-8%
O=c1c2cc3c(cc2[nH]c(=S)n1Cc1ccco1)OCO3	-2%	8	7%	-7%	i	3	7%	10%	8%
CC(C)CC(=O)N=C1SC2CS(=O)(=O)CC2N1CCc1ccccc1 (stereo not given)	-11%	1	1%	-31%	i	0	-4%	3%	.
Cc1ccccc1C(=O)N1CCC(C(=O)Nc2ccc(F)cc2)CC1	4%	10	7%	-9%	i	7	-7%	3%	-8%
COc1cccc(N2CC(O)=C(c3nc4ccccc4c(=O)[nH]3)C2=N)c1	28%	21	6%	54%*	.	3	-3%	34%	.
Cc1ccc(C(=O)NCC(C)(C)O)cc1	1%	5	6%	0%	i	0	-5%	-5%	-8%
CCN1CCN(Cc2nc3c(c(=O)n(C)c(=O)n3C)n2Cc2cccc3ccccc23)CC1	.	10	.	.	i	8	.	-2%	-2%
COc1ccc(C(=O)NC(=O)Nc2cc(C)ccn2)cc1	1%	11	12%	10%	i	7	0%	10%	19%
COc1cc(-c2noc(-c3cccs3)n2)cc(OC)c1OC	-8%	11	12%	-8%	i	5	4%	-6%	5%
Cc1ccc(CNC(=O)C2CCN(S(=O)(=O)N3CCOCC3)CC2)cc1	-3%	19	7%	-5%	i	0	-6%	-2%	9%
Cc1cnc(-c2nnc(N(C)C(=O)C3CCCO3)s2)cn1 (stereo not given)	-10%	16	7%	-5%	i	21	-4%	13%	1%
Cc1nc(-c2ccc(C(=O)O)cc2)cs1	-9%	3	14%	-1%	i	8	-4%	7%	.
CCOCCCNC(=O)C(NC(=O)c1ccc(=O)[nH]c1)c1ccccc1 (stereo not given)	1%	0	18%	3%	i	0	1%	.	8%
Cn1c(CC(=O)Nc2ccccc2)nnc1SCC(=O)c1ccccc1	-7%	13	6%	-10%	i	11	-3%	4%	-4%
O=c1cc(-c2ccco2)nc(-c2cccs2)o1	-3%	6	6%	-5%	i	2	-6%	-4%	.
Cc1ccc2nc(NC(=O)CSc3nc4c(c(=O)n3C)SC(C)C4)sc2c1 (stereo not given)	38%	12	12%	40%	i	2	-6%	1%	18%
CCOc1ccc(NCc2nnc(SCC(=O)Nc3cc(C)on3)n2-c2ccccc2OC)cc1	4%	0	13%	2%	i	6	-1%	10%	.	PMK inhibit pilot replicates=2.5;Spn MK inh pilot replicates=1.0;DPM-DC inhibit pilot screen %=0.5
Cc1ccc(-c2c(C(=O)N3CCOCC3)oc(=O)c3ccccc23)cc1	-4%	10	8%	4%	i	3	-4%	1%	1%
Other structures follow.
SMILES	KRASV12 cytotoxicity	PMK inhibit	TNAP inhibition	HPDE-C7 cytotoxicity	DPM-DC inhibit	Spn MK inh	Bfl-1 inhibitors	HT1080 cytotoxicity	LYP phosphatase	others
Cc1cc(C)n(C(=O)CNC(=O)CCc2ccccc2)n1	1%	0	10%	9%	i	7	-2%	17%	.
CC1CCN(CCCn2c(=S)[nH]c3ccccc3c2=O)CC1	-26%	2	17%	-22%	i	8	-11%	-7%	-6%
Cc1ccc(S(=O)(=O)c2cc3c(=O)n4cccc(C)c4nc3n(CC3CCCO3)c2=N)cc1 (stereo not given)	-2%	6	7%	9%	i	7	-1%	-8%	12%
COc1cccc(C2=NOC(C(=O)NC3CCCCC3)C2)c1 (stereo not given)	-2%	9	2%	-6%	i	2	-3%	-8%	0%
COC(=O)C1=CN(C2CC2)C=C(C(=O)OC)C1c1ccc(C(=O)OC)cc1	2%	4	-19%	-4%	.	0	-4%	-7%	5%
O=C1CC(SCCO)C(=O)N1c1ccc(Oc2ccccc2)cc1 (stereo not given)	7%	4	8%	5%	i	6	0%	7%	10%
N#Cc1cc(Cl)c(N2CCOCC2)cc1C#N	-13%	9	1%	-4%	i	11	0%	5%	8%
CC(=O)NCCOc1nc(N(C)C)nc(N(C)C)n1	-1%	0	12%	1%	i	1	-8%	-2%	7%
Cc1cc(N2C(=O)CC(Cc3ccccc3)C2=O)no1 (stereo not given)	3%	8	5%	-3%	i	4	-3%	-7%	15%
Cc1ccc(OCC(O)Cn2c(=N)n(CCN3CCCCC3)c3ccccc32)cc1 (stereo not given)	24%	11	0%	15%	i	5	5%	7%	10%	PMK inhibit pilot replicates=2.5;Spn MK inh pilot replicates=0.0;DPM-DC inhibit pilot screen %=0.0

Reprinted from the part before: two compounds; new compounds follow.
SMILES	KRASV12 cytotoxicity	PMK inhibit	TNAP inhibition	HPDE-C7 cytotoxicity	DPM-DC inhibit	Spn MK inh	Bfl-1 inhibitors	HT1080 cytotoxicity	LYP phosphatase	others
Cc1cc(N2C(=O)CC(Cc3ccccc3)C2=O)no1 (stereo not given)	3%	8	5%	-3%	i	4	-3%	-7%	15%
Cc1ccc(OCC(O)Cn2c(=N)n(CCN3CCCCC3)c3ccccc32)cc1 (stereo not given)	24%	11	0%	15%	i	5	5%	7%	10%	PMK inhibit pilot replicates=2.5;Spn MK inh pilot replicates=0.0;DPM-DC inhibit pilot screen %=0.0
Cc1cc(C)n(C(=O)c2ccc(S(=O)(=O)N3CCCC3)cc2)n1	-8%	2	7%	-16%	i	4	-4%	-9%	-7%
O=C(CNCCC1=CCCCC1)Nc1ccccc1N1CCCCC1	74%*	7	15%	45%	i	30	3%	-6%	6%	PMK inhibit pilot replicates=0.5;Spn MK inh pilot replicates=0.0;DPM-DC inhibit pilot screen %=0.0
O=C(O)c1ccc(F)c(S(=O)(=O)Nc2ccccc2Cl)c1	19%	0	2%	18%	i	10	-7%	1%	9%
O=C(NCCCN1CCOCC1)c1ccccc1-c1ccccc1	-12%	0	4%	-10%	i	8	-9%	-4%	6%
O=C(OCc1nnc(-c2ccccc2)o1)c1cc(=O)c2ccccc2o1	-8%	17	9%	1%	i	4	0%	8%	4%
Cc1csc(C(C#N)C(=O)c2cc3ccccc3o2)n1 (stereo not given)	5%	11	8%	7%	i	8	4%	12%	.
CC(CN1CCOCC1)OC(=O)c1ccc2c(c1)OCCO2 (stereo not given)	9%	5	18%	4%	i	9	-3%	10%	.
O=C(CN1CCN(Cc2ccccc2Cl)C1=O)NC1CCCCCC1	-9%	0	-1%	-4%	i	2	-8%	.	-3%
O=C(c1ccc2c(c1)OCCO2)C1CCN(S(=O)(=O)c2ccc(F)cc2)CC1	-2%	14	-1%	-5%	i	0	1%	-2%	11%
